Source: PubChem (several laboratories)
D1 mod – D1 CRE-luciferase signal change, two-sided – cell-based, HEK293 D1, dopamine EC30, D1 allosteric modulator project, primary screen | B-score at 10 µM | D(1A) dopamine receptor (Homo sapiens), P21728 | 58,000 tested, 5.9% active | dopamine EC30 potentiation; actives deviate in either direction | AID 641, 2007;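 active means luminescence count or its row- and column-corrected plate score outside the 99.7% band of the plate's sample wells, on either side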
S1P1 ag pot – S1P1 agonists and agonism potentiators, primary screen, cell-based, primary and confirmation screens, CRE-bla reporter | activation, % at 9.5 µM | 56,000 tested, 0.57% active | S1P1 CRE-bla cells, forskolin, beta-lactamase FRET, potentiator mode; S1P1 agonist co-added at EC20, 2 nM; 100% = saturating reference agonist, 0% = basal | Sphingosine 1-phosphate receptor 1 (Homo sapiens), P21453 | AID 449, 2006;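 active means activation above a cutoff set at the mean activation of all tested compounds plus 3 SD, cut at about 54% in these data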;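 further: forskolin at 4 µM as EC80 and the EC20 agonist is SEW2871; 100% = SEW2871 at its EC100 plus forskolin at EC80; some compounds past the cut are filed as inactive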
HEK293 NFkB inh – inhibitors of PMA/ionomycin-induced NF-kB reporter, primary screen, antigen receptor NF-kB inhibitor project, cell-based, HEK-293 luciferase reporter, luminescence; HEK-293 NF-kB luciferase reporter; 62,000 tested, 0.21% active; inhibition, % at 3 µM;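 active means inhibition above the mean of all tested compounds plus 3 SD, cut at about 40% in these data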;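 further: 0% = stimulated DMSO wells and 100% = 10 µM reference inhibitor 5653914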
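Timing: 1 h pretreatment, 16 h stimulation, 37 °C; system: HEK-293 cells with stable firefly luciferase reporter driven by four HIV NF-kB elements; doses: 3 µM once, 0.30% DMSO; measured by: luciferase luminescence; control set: DMSO and 10 µM reference inhibitor; repeats: single test; reagent: PMA plus ionomycin mix as NF-kB-activating stimulus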
M1 ag – M1 muscarinic receptor agonists, primary screen, CHO-M1 cells, Fluo-4 calcium, agonist mode; 64,000 tested, 3% active; Muscarinic acetylcholine receptor M1; B-score at 10 µM; Fluo-4 calcium fluorescence; active compounds read high;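 active means fluorescence rise, raw or as B-score row- and column-corrected plate score, outside the 99.7% band of its plate's samples, either direction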
Ec RNAP inh – E. coli RNAP inhibitors, biochemical. inhibition, %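 (tested at 10 µM)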. AID 559, 2006. 62,000 tested, 0.2% active. DNA-directed RNA polymerase subunit beta (Escherichia coli (strain K12)), P0A8V2. E. coli RNA polymerase, fluorescence transcription assay; in the data active means inhibition above about 20%;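 further: 0% = enzyme without compound and 100% = no enzyme blank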
Target sequence (P0A8V2 whole entry, looked up): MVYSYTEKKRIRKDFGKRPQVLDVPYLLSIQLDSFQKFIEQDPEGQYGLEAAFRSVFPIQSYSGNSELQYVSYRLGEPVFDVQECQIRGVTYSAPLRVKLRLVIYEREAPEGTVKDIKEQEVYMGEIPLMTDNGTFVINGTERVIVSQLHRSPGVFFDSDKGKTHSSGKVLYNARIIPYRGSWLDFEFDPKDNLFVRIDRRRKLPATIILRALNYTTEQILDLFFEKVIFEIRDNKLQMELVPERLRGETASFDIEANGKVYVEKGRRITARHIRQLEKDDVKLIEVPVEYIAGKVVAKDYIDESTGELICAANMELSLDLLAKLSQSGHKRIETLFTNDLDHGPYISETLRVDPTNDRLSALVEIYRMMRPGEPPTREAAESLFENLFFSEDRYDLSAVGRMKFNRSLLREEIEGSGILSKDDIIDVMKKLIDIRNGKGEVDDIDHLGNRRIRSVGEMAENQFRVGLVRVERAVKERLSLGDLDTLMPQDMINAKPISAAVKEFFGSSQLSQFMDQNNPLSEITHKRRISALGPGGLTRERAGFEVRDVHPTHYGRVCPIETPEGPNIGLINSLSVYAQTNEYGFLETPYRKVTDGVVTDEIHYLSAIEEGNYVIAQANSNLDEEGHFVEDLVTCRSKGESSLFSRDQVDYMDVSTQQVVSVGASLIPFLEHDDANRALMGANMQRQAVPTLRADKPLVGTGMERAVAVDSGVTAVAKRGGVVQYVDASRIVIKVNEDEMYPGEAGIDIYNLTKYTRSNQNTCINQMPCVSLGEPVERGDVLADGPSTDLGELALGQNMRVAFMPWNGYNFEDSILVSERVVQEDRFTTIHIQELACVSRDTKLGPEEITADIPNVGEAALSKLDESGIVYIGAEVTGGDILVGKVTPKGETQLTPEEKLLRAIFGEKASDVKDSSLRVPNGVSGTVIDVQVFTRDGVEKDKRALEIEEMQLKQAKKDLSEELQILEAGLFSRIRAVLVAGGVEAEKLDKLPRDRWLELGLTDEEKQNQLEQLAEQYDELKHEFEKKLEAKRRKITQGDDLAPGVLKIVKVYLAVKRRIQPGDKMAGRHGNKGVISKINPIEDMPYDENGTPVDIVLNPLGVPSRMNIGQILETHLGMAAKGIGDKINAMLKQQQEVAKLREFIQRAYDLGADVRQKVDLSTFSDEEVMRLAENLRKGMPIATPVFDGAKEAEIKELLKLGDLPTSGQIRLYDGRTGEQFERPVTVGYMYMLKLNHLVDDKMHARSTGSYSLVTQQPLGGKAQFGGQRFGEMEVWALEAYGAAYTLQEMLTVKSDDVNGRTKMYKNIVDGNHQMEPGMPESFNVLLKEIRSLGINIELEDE
Jurkat tox 60K – cytotoxicity toward Jurkat T cells, primary screen, cytotoxicity control, cell-based, Jurkat E6.1, 60K MLSMR library; inhibition, % at 4 µM; 56,000 tested, 1.2% active; Jurkat E6.1 viability, ATP luminescence, 48 h; AID 463, 2006;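 active means inhibition above the mean inhibition of all tested compounds plus 3 SD, cut at about 28% in these data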
M1 antag – antagonists of rat M1 muscarinic receptor; Muscarinic acetylcholine receptor M1 (Rattus norvegicus), P08482; CHO-M1 cells, Fluo-4 calcium, ACh EC80 antagonist mode; active compounds read low; B-score at 10 µM; 64,000 tested, 3.4% active;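 active means calcium fluorescence response, raw or row-and-column corrected B-score, differing from the plate sample mean either way at a set confidence level, mostly lower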
TNAP act mid DEA – human TNAP enzyme activators, primary screen, biochemical, luminescent, intermediate phosphate acceptor level. purified TNAP, CDP-star luminescence, 100 mM DEA, 30 min; active compounds read high; scale: 0 levamisole-inhibited, 1 vehicle-only enzyme. activation factor at 20 µM. 64,000 tested, under 10 active. AID 813, 2007;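 active means activation factor of at least 2 at 20 µM, relative to controls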
S1P3 agonist – human S1P3 receptor agonists, primary screen, cell-based, primary and confirmation, NFAT-BLA reporter | Sphingosine 1-phosphate receptor 3 (Homo sapiens), Q99500 | S1P3 NFAT-BLA reporter cells, agonism, FRET ratio; relative to 1 µM S1P, basal subtracted | activation, % at 4.5 µM | 60,000 tested, 0.1% active | AID 373, 2006;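 active means activation above the screen-wide mean plus 3 SD, cut at about 4.5% in these data, passing the limit was not always enough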; further: some compounds called inactive have numbers as strong as hits
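Material: Human S1P3 NFAT-BLA reporter CHO cells | Incubation: Overnight plating, 4 h compound 37 °C, 2 h substrate RT | Signal: FRET β-lactamase substrate fluorescence, excitation 405 nm, 460/535 nm emission ratio, background-subtracted | Compound: 4.5 µM final, single dose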
Active calls of the source: *; / = not tested or not shown.

Each structure is followed by: D1 mod	S1P1 ag pot	HEK293 NFkB inh	M1 ag	Ec RNAP inh	Jurkat tox 60K	M1 antag	TNAP act mid DEA	S1P3 agonist
CCOC(=O)CSc1nnc([C@@H](NC(=O)OC(C)(C)C)C(C)C)o1
→ -0.606	-4.3	17.5	0.0258	1.9	0.9	-0.00432	1.1	-1.2
CCOC(=O)CC1=C(C(=O)OCC)C(c2ccc(OC)c(OC)c2)C(C#N)=C(N)O1 (configuration not stated)
→ /	-3.0	/	-1.45	16.5	/	-0.126	0.9	-4.0
Cc1nc2ccccc2c2oc(C(=O)NCC3CCCO3)cc12 (configuration not stated)
→ 1.81	/	5.3	2.93*	-1.8	/	0.0181	0.9	/
O=C(O)CCC(=O)c1ccc2c(c1)OCCCO2
→ 0.187	-14.3	7.5	-0.182	3.2	6.4	-0.323	1	-1.4
COc1ccccc1-c1coc2c(CN3CCN(C)CC3)c(O)ccc2c1=O
→ 0.0758	-28.9	3.6	0.103	-5.6	-1.2	-0.462	0.9	0.5
O=C(NCc1cccs1)C1CCCN(S(=O)(=O)c2cccs2)C1 (configuration not stated)
→ /	-15.9	3.9	/	-0.6	-0.3	/	1	-1.1
CC1CC(=O)c2cnc(Nc3cccc(C(F)(F)F)c3)nc2C1 (configuration not stated)
→ 0.395	-51.0	-2.2	2.95*	4.7	2.0	0.45	0.9	0.8
CCC(Sc1nc2cc(OC)c(OC)cc2c2nc(C)nn12)C(=O)NCc1ccco1 (configuration not stated)
→ 1.27	-0.6	4.0	0.00435	6.3	5.3	-0.734	1	-1.1
COc1cccc(C(=O)Cn2c(N3CCCCC3)nc3c2c(=O)n(C)c(=O)n3C)c1
→ -0.293	6.2	8.1	0.373	1.2	1.3	-0.559	0.9	-1.0
Cc1c[n+]([O-])n(-c2ccc(C(=O)O)cc2)n1
→ -0.0248	-20.9	5.9	0.549	4.3	3.5	0.193	1	0.7
C=CCC1(O)C(=O)N2C(=C1C(=O)N1CCOCC1)c1ccccc1CC2(C)C (configuration not stated)
→ /	/	/	0.49	3.9	/	0.236	0.9	/
CCOC(=O)N1CCN(C(=O)CSc2nnc(CNC(=O)c3ccccc3F)o2)CC1
→ -0.0234	/	7.9	0.495	3.4	/	-0.357	1	/
C=CCNC(=O)CCCOc1cccc(C)c1
→ 0.267	-18.4	1.3	0.393	6.1	4.8	0.00505	0.8	0.2
COCCOC(=O)c1c(C)n(C)c2ccc(OC(=O)N3CCOCC3)cc12
→ 0.233	-1.4	11.9	-0.491	7.9	4.0	-0.283	0.9	-1.2
Cn1c(C(=O)O)c(CC(=O)Nc2ccc3c(c2)OCCO3)c2ccccc21
→ -2.52	10.5	28.3	0.0101	-0.5	-4.9	0.259	1	-0.7
Cc1noc(C)c1S(=O)(=O)N1CCC(C(=O)N2CCN(c3ccc(F)cc3)CC2)CC1
→ -0.0385	/	8.9	0.0364	10.4	/	-1.89*	0.9	/
Cc1sc(-n2c(C)ccc2C)c(C#N)c1C
→ /	8.9	/	-0.382	/	/	-1.22	0.9	-3.8
Cc1cc(C(=O)COc2ccc(-c3nnco3)cc2)c(C)n1Cc1ccccc1
→ -1.66	/	12.2	0.338	/	/	-0.289	0.9	/
Cc1cc(C)nc(SCc2nc(N)nc(-c3ccccc3O)n2)n1
→ 12.5*	-76.3	-4.2	-1.19	2.7	7.9	0.43	0.8	-0.3
Cc1oc(-c2cccc(Cl)c2)[n+]([O-])c1C
→ -0.171	-1.0	20.2	-0.569	-10.8	1.3	0.17	1	-0.2
CC(OC(=O)c1cc(=O)[nH]c2ccccc12)c1ccccc1 (configuration not stated)
→ 1.87	5.1	0.9	1.02	9.6	-3.1	0.356	0.9	-0.5
CCN(C(=O)c1ccc(C(C)(C)C)cc1)c1nnc(Cn2nnc3ccccc32)s1
→ -1.33	129.5*	40.1*	3.19*	7.7	101.2*	-0.643	0.9	-2.3
COc1nc(-c2ccccc2)ccc1-c1noc(-c2cccnc2)n1
→ 0.515	24.1	8.1	0.0263	-0.9	3.2	-0.392	0.8	-1.6
O=C(CS(=O)CC(=O)N(CC(=O)NC1CCCC1)C1CCCC1)Nc1ccc(F)cc1 (configuration not stated)
→ 0.337	-23.3	0.1	0.533	7.2	-4.9	-0.181	0.8	0.8
Cc1ccc(C)c(N2CCN(C(=O)CN3C(=O)c4ccccc4C3=O)CC2)c1
→ -0.986	6.9	6.9	0.378	2.4	3.6	-0.318	0.9	0.3
COc1cccc(Cn2c(NCC(C)C)nc3c2c(=O)n(C)c(=O)n3C)c1
→ /	5.1	/	-0.0362	8.0	/	0.203	1	-1.4
CCOC(=O)c1snc(-c2ccc(F)cc2)c1N
→ 0.994	-8.1	13.6	-0.278	0.3	4.5	-0.459	0.9	-1.1
Cc1nc(CCNS(=O)(=O)c2cccs2)cs1
→ 0.0125	-21.8	9.0	0.0112	2.0	-3.8	0.289	0.8	0.1
O=C1NCCCc2c1oc1ccc(O)cc21
→ 0.434	-3.6	10.5	0.316	1.1	1.0	0.125	1	-1.6
NC(=O)c1cccc(S(=O)(=O)N2CCCCC2)c1
→ 0.233	-13.1	11.1	0.00807	8.2	-4.1	-0.841	0.8	-0.9
COc1ccc(OCC(=O)Nc2cccc3ncccc23)cc1
→ -1.03	-10.8	16.9	-0.624	12.7	1.7	-0.039	0.9	-0.8
O=C(Nc1ccc(N2CCCC2)c(Cl)c1)c1ccc(Br)o1
→ -1.18	96.6*	-1.8	0.374	10.7	9.4	-0.104	0.8	-1.0
CCOCCn1c(SCc2ccc(C)cc2)nc2c1c(=O)[nH]c(=O)n2C
→ 1.44	-14.1	7.5	-0.0162	-4.7	-10.9	0.703	0.9	-1.1
CCOC(=O)c1cc(NC(=O)c2cc(C)on2)cc(C(=O)OCC)c1
→ 1.07	21.8	13.3	0.285	/	-0.5	-0.067	0.9	-1.1
O=C(OCC(=O)N1CCc2ccccc21)c1ccccc1
→ 0.0529	3.8	11.6	-0.148	-0.2	-4.7	-0.729	0.8	-0.5
CCn1c(C(C)NC(=O)c2ccc(OC)c(OC)c2)nc2ccccc21 (configuration not stated)
→ -0.0125	/	19.0	-0.0347	1.3	/	-0.0616	0.9	/
Cn1c(SCc2ccccc2F)nnc1-c1cnccn1
→ -0.0189	-7.5	-22.3	0.345	3.0	-5.6	0.0338	1	-0.5
COc1ccc2c(c1OC)C(=O)N(c1ccccn1)C2
→ 1.04	-18.6	-16.4	-0.0142	6.4	4.8	0.409	1	-0.8
CCCc1nnc(NC(=O)CN2C(=O)C3C4C=CC(C4)C3C2=O)s1 (configuration not stated)
→ 0.559	-3.4	19.8	-0.58	-5.4	4.7	0.134	1	-1.1
CCN(CC)C(=O)Oc1ccc(NC(C)=O)cc1
→ -0.558	4.1	9.2	0.713	5.1	4.9	-1.68	0.9	-0.9
CCn1nc(C(=O)OCC(=O)NCCN2C(=O)CSC2=O)c2ccccc2c1=O
→ 2.41	8.2	8.5	-0.303	6.8	-4.4	0.22	0.9	1.1
O=C(Cc1ccccc1)Nc1ccc(N2CCOCC2)cc1N1CCOCC1
→ 2.29	/	7.0	-0.0671	2.5	-0.2	0.68	1	0.2
COC(=O)c1cc(NC(=O)C2CC=CCC2C(=O)O)cc(C(=O)OC)c1 (configuration not stated)
→ 0.454	-3.2	10.8	0.266	6.2	-1.9	-0.425	0.9	-0.6
Cc1cc(C)c2c(n1)sc1c(O)cc(=O)[nH]c12
→ -0.107	/	13.3	-0.256	2.7	/	-0.565	0.9	/
O=C1CC(N2CCN(c3ccccc3F)CC2)C(=O)N1c1ccc2c(c1)OCCO2 (configuration not stated)
→ -0.0337	-10.4	10.5	-1.19	2.6	-1.9	-0.185	0.9	-0.3
COc1ccc(Cl)cc1NC(=O)CCN1CCN(c2ccccc2C)CC1
→ 0.452	/	3.6	0.0693	12.9	/	0.18	0.9	/
O=C(CSc1n[nH]c(-c2ccccc2)n1)c1ccccc1
→ 1.35	-30.6	5.2	-0.495	1.9	3.9	0.439	0.7	-0.8
COC(=O)c1ccccc1NC(=O)CC#N
→ -1.34	14.1	2.0	-0.724	4.5	-1.4	1.89	0.9	-0.9
CC(=O)NC(C)c1ccc(Cl)c(Cl)c1 (configuration not stated)
→ 1.02	-1.2	9.2	-0.643	/	-1.9	-0.053	0.9	-0.8
COc1ccc(C2N=C(Nc3ccc(C)cc3)Nc3nc(C)cc(=O)n32)cc1 (configuration not stated)
→ -0.979	-7.0	9.9	0.874	6.2	1.0	0.0261	0.9	0.8
[O-][N+]1=c2ccc(Nc3ccccc3)cc2=NC12CCCCC2
→ -0.442	33.6	22.7	0.648	3.4	9.3	-0.259	0.7	-1.5
O=S(=O)(c1ccc(S(=O)(=O)N2CCN(Cc3ccccc3)CC2)cc1)N1CCOCC1
→ 0.706	-6.5	25.5	0.5	6.0	-6.0	-0.133	0.9	-0.6
Cc1cccc2cc(CN(CC3CCCO3)C(=O)c3ccco3)c(=O)[nH]c12 (configuration not stated)
→ 0.0395	-5.7	18.7	-0.123	4.4	4.3	-0.794	0.9	-0.8
Cc1cc(Cl)ccc1OCC(=O)N1CCCCC1
→ 1.4	-9.4	-7.6	2.21*	-10.3	0.7	0.85	1	-0.8
CC(=O)c1ccc(NC(=O)Cn2nc(C)cc2C)cc1
→ 0.168	-12.0	2.8	0.283	8.2	-14.9	-0.799	0.9	0.4
COCCCNC(=O)CN(c1ccc(OC)cc1)S(=O)(=O)c1ccc(NC(C)=O)cc1
→ -0.353	/	/	-2.05	5.5	/	-1.15	0.9	/
Cc1nc(SCC(=O)Nc2c(C)n(C)n(-c3ccccc3)c2=O)[nH]c(=O)c1Cc1ccccc1
→ 0.27	-23.9	6.8	-0.579	8.5	0.1	-0.892	0.9	-1.0
O=C(O)C1C(c2ccccc2)C(C(=O)OCCCO)C1c1ccccc1 (configuration not stated)
→ -0.605	-20.0	0.6	0.785	5.1	-3.5	0.176	0.9	0.2
CC[C@H]1OC(=O)C[C@@H](O)[C@H](C)[C@@H](O[C@@H]2O[C@H](C)C[C@H](N(C)C)[C@H]2O)[C@@H](CC=O)C[C@@H](C)C(=O)C=C[C@]2(C)O[C@H]2[C@@H]1C
→ -0.0768	-12.5	/	0.044	9.4	/	1.72	0.9	-1.8

Not a hit list; 12% or so of the library scored in one or more.
